Compound activity deposited in PubChem by several laboratories.
Rev-erbA mod: modulates human Rev-erb alpha binding to DNA | P20393 | Rev-erbα–FITC-DNA binding, fluorescence polarization, 90 min | activity, % at 10 µM | actives 0.79% (n = 370,000);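 active means activity above about 14%, limit read from the data; passing the limit was not always enough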;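 further: 0% = DMSO wells with 35 nM protein and 100% = DMSO wells with 750 nM protein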
PRMT1 inh: blocks human protein arginine methyltransferase 1; inhibition, % at 2.79 µM; recombinant PRMT1, activity-based probe fluorescence polarization; actives 1.3% (n = 370,000); Q99873;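 active means inhibition above about 21% made by adding two undisclosed values, limit read from the data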
SIAE inh: inhibitors of human sialic acid acetylesterase SIAE; Q9HAT2; SIAE FP-Rh probe binding, fluorescence polarization; inhibition, % at 9.66 µM; actives 0.69% (n = 370,000);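 active means inhibition above a cutoff: mean of compounds within the control limits plus 3 SD of those, cut at about 17% in these data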;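 further: 0% = plate median of compound wells and 100% = probe without SIAE protein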
LEDGF integ inh: blocks HIV-1 LEDGF/p75-dependent DNA integration; TR-FRET IN-LEDGF/p75 DNA integration, Eu/Cy5; inhibition, % at 3.7 µM; actives 0.64% (n = 370,000);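 active means inhibition above the screen-wide mean plus 3 SD, cut at about 13% in these data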;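 further: signal is the Cy5 over europium emission ratio at 671 and 618 nm; 0% = plate median of compound wells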
ABHD4 inh: ABHD4 (mouse) inhibition, primary FP screen; Q8VD66; AID 720543; purified mABHD4, FP-Rh probe fluorescence polarization; inhibition, % at 8.92 µM; actives 0.54% (n = 370,000);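 active means inhibition exceeding the mean over every tested compound plus 3 SD, cut at about 30% in these data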;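 further: 0% = plate median of compound wells and 100% = S159A mutant with DMSO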
Target sequence (Q8VD66 whole entry, looked up): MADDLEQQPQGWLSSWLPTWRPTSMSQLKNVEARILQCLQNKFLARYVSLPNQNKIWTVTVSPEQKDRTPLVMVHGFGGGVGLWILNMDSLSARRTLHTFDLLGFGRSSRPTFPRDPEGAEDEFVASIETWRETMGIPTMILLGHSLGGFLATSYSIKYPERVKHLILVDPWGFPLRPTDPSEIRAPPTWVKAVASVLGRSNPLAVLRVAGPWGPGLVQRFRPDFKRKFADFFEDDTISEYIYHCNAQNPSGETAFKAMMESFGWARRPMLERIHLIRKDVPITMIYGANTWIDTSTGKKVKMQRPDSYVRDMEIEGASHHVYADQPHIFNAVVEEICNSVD
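Assay system: Wild-type mouse ABHD4 protein | Medium: HEPES pH 7.0 buffer, 150 mM NaCl, 0.01% Pluronic F-127 | Incubation: Enzyme–compound pre-incubation 45 min, then probe 60 min, both 25 °C | Technique: Fluorescence polarization with parallel and perpendicular emission, 525/598 nm | Evaluation: % inhibition of FP-Rh probe binding versus controls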
PG9 Ab binder: binds the HIV-1 gp120 antibody PG9. actives 0.43% (n = 360,000). inhibition, % at 6.7 µM. AID 624416. TR-FRET gp120-PG9 antibody binding; in the data active means inhibition above about 8.5%
TDP2 absorb: blocks human TDP2 phosphodiesterase activity; AID 720702; actives 0.34% (n = 370,000); recombinant TDP2, T5PNP hydrolysis, p-nitrophenol absorbance 415 nm; inhibition, % at 12.8 µM; O95551;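 active means inhibition above the mean of all tested compounds plus 3 SD, set per campaign, cut at about 25% in these data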;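 further: 0% = DMSO with enzyme and 100% = buffer with substrate but no TDP2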
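Assay system: recombinant human TDP2 / Reagent: T5PNP substrate at 5 mM, a TopII-DNA adduct mimic / Measured by: epi absorbance from released p-nitrophenol / Evaluation: % inhibition relative to enzyme-containing and enzyme-free wells / Control set: enzyme-free and DMSO wells / Replicates: each compound tested once, singlicate / Schedule: enzyme reaction with compound for 2 h at 37 °C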
TCR CD3 inh: human TCR-CD3 binding inhibition. TAMRA-labeled TCR probe fluorescence, biochemical. inhibition, % at 9.4 µM. actives 0.37% (n = 360,000). AID 651800; in the data active means inhibition above about 19%;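 further: recombinant mutant TCR 2C K166C tagged with TAMRA read by polarization; 0% = receptor in buffer alone and 100% = receptor with positive control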
HTRA1 inh: HTRA1 (human) protease inhibition; inhibition, % at 5.96 µM; Q92743; recombinant HTRA1, FP-rhodamine activity-based probe, fluorescence polarization; actives 0.5% (n = 340,000); AID 504803; in the data active means inhibition above about 36%;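 further: 0% = enzyme with DMSO and 100% = wells lacking enzyme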
Target sequence (Q92743 whole entry, looked up): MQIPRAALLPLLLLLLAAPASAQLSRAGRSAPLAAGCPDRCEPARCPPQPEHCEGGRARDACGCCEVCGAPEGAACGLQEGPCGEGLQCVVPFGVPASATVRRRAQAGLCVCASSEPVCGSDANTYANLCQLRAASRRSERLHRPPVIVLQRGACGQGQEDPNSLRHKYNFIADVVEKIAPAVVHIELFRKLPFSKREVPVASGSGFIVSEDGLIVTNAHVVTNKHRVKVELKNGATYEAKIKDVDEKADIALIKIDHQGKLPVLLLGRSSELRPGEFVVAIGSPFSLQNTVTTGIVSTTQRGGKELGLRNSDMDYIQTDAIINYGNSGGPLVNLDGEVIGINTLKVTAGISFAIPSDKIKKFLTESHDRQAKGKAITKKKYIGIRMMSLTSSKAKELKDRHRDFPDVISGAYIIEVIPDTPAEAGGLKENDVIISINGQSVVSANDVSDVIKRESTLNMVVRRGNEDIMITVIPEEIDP
rCAG RNA binder: binds r(CAG) RNA repeats; r(CAG) RNA repeat, TO-PRO-1 dye displacement fluorescence; inhibition, % at 3 µM; actives 1.3% (n = 370,000); AID 651821;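 active means inhibition above the plate cutoff, the mean of all test compounds on that plate plus 3 SD, cut at about 35% in these data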;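 further: 0% = DMSO alone and 100% = 100 µM mitoxantrone as full dye displacement; higher means more dye released from RNA so lower well fluorescence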
An asterisk follows results filed as active; . = not tested or not shown; + = active, no number. The list is partial. The share of hits here may be higher or lower than overall.

SMILES	Rev-erbA mod	PRMT1 inh	SIAE inh	LEDGF integ inh	ABHD4 inh	PG9 Ab binder	TDP2 absorb	TCR CD3 inh	HTRA1 inh	rCAG RNA binder
COc1ccccc1CCC(=O)OCC(=O)Nc1c(Br)cc(C)cc1Br	2	2	1	0	-1	-0.8	-23	-4	-2	3
Nc1cccc(S(=O)(=O)Nc2ccc(SC(F)F)cc2)c1	-5	0	-6	-4	-7	-0.4	-7	3	-5	1
CC1CC(C)CN(CCCNC(=O)c2ccc3c(c2)NC(=O)CS3)C1 (stereo not given)	0	2	2	-5	3	-1.6	11	-2	0	1
Cc1ccc(N2C(=O)C3ON(c4ccccc4)C(c4ccncc4)C3C2=O)cc1 (stereo not given)	-1	11	-5	-2	-9	1.3	-5	-9	-2	12
O=[N+]([O-])c1cc(/C=N/n2c(-c3ccncc3)n[nH]c2=S)ccc1Cl	1	2	5	0	7	0.3	7	6	-2	12
COC(=O)[C@H](C(C)C)N1CCc2nnn(Cc3ccccc3)c2-c2cc(F)ccc2S1(=O)=O	0	-5	0	4	-3	.	-3	.	.	-3
CCCCNC(=O)Nc1cnn(CC)c1C(N)=O	-8	-3	-5	-3	-5	1.1	7	3	8	0
N#CC(C(=O)NC1CC1)c1nc2ccccc2nc1N1CCCC1 (stereo not given)	2	1	1	1	11	-1.6	1	-3	10	0
Cc1cccc(C(=O)Nc2nnc(-c3ccco3)o2)c1	-5	0	4	0	3	-1.8	7	2	4	8
COCC1CCCN(C(=O)c2cc(COc3cccc4cccnc34)on2)C1 (stereo not given)	5	-4	-17	-1	-7	-2.4	-22	5	0	-2
NC(=O)c1ccsc1NC(=O)COC(=O)COc1ccccc1F	5	-1	2	4	1	0.8	11	-5	-3	0
O=C(/C=C/c1cccs1)N1CCc2ccccc21	-3	0	3	1	-9	0.0	7	6	-5	-2
CCOc1ccccc1NC(=O)c1oc2ccccc2c1NC(=O)C1CC1	21	0	7	0	4	-3.3	1	0	-5	0
O=C(NCC(c1ccc(F)cc1)N1CCOCC1)c1c(F)cccc1F (stereo not given)	2	7	7	1	-2	-1.4	-6	-3	-1	-2
O=C1c2ccccc2C(=O)N1CCc1c[nH]c2ccccc12	3	-2	4	-2	-8	0.4	5	0	-10	1
C=CCNC(=O)c1ccc(CSc2nc3ccccc3s2)cc1	1	10	-21	7	-30	-1.6	-18	0	-16	5
O=C(COc1ccc(S(=O)(=O)N2CCOCC2)cc1)Nc1ccc2c(c1)OCCO2	1	-2	-6	6	-3	-2.1	-17	-3	1	0
CCc1cccc2c1NC(=O)C2(O)N1CCCC(C)C1 (stereo not given)	2	-3	5	1	5	0.8	2	4	2	-7
COC(=O)c1cc(NC(=S)N2CCN(C(=O)C3CCCO3)CC2)cc(C(=O)OC)c1 (stereo not given)	0	-3	4	1	0	-2.0	6	-2	-2	-2
CCOc1cc(C)c(Cl)cc1S(=O)(=O)N1CCCC1	4	0	1	-2	3	-0.3	-3	3	-4	-2
O=C(O)CNS(=O)(=O)c1ccc2c(c1)Cc1cc(S(=O)(=O)NCC(=O)O)ccc1-2	-2	0	-10	-6	5	-1.3	2	7	13	7
COCc1cc(C)nc2sc(C(=O)NCCO)c(-n3cccc3)c12	3	-1	4	-1	-4	-4.9	-19	-7	1	0
c1coc(-c2nnc3n2N=C(c2ccc4c(c2)OCO4)CS3)c1	-4	2	3	2	1	.	7	.	.	4
CSc1ccccc1NC(=O)c1cnc2scc(C)n2c1=O	-7	-4	-1	-1	-8	1.5	2	-1	-3	4
CCc1cc(=O)oc2cc(C)cc(OC(C)C(=O)NC3CCN(Cc4ccccc4)CC3)c12 (stereo not given)	-1	-2	-4	-1	6	0.6	-7	10	-1	-7
CCOC(=O)N1CCC(NC(=O)CN2C(=O)CCSc3ccccc32)CC1	-1	-3	-5	5	-2	-1.1	4	-1	-4	0
O=S(=O)(NCC1OCCc2ccccc21)c1ccccc1 (stereo not given)	1	2	1	-7	-2	0.9	-7	7	5	7
Cc1onc(-c2ccccc2Cl)c1C(=O)N1CCc2ccccc21	-3	0	5	-2	5	0.7	-10	0	-5	-3
N#C/C(=C\c1ccccc1Cl)C(=O)Nc1ccccn1	-1	3	-1	-2	10	1.4	2	-1	5	6
N#CC1=C(N)N(c2ccccc2)C(=O)C1	-4	6	-2	-2	6	-1.9	-7	11	2	3
COC(=O)CNC(=O)CCC(=O)N1CCN(C(c2ccccc2)c2ccccc2)CC1	1	8	-4	-3	-15	0.7	-25	-4	0	-8
O=C(COc1cccnc1[N+](=O)[O-])Nc1ccc(Cl)c(S(=O)(=O)N2CCOCC2)c1	3	5	-9	4	-8	0.4	-10	0	6	9
Cc1cc(Oc2cc(NN3CCCCC3)c([N+](=O)[O-])cc2[N+](=O)[O-])c(C(=O)c2ccccc2)cc1Cl	-3	-3	5	3	-5	-0.3	-10	-3	-6	8
CC1CCN(C(=O)COC(=O)CCCN2C(=O)c3cccc4cccc(c34)C2=O)CC1	3	1	1	5	4	-0.6	-14	-3	2	-7
COc1cccc(CN2CCN(c3nc4nonc4nc3NC3CC3)CC2)c1	-3	5	0	0	7	-4.1	2	0	-6	-2
CC1CCc2nc(NC(=O)Nc3ccc4c(c3)OCO4)sc2C1 (stereo not given)	-2	4	17	-1	6	1.4	-7	0	-2	19
CCCNC(=O)C1(C)CCCN(Cc2c3ccccc3nn2C)C1 (stereo not given)	2	1	-1	6	-3	0.4	-10	-9	.	1
O=C(OC(C(=O)NCC1CCCO1)c1ccc(F)cc1)c1cccs1 (stereo not given)	-4	-2	-2	-1	-8	-2.0	2	-1	1	-2
O=C(CN1C(=O)c2ccccc2C1=O)NC1CCCCC1	-6	0	7	1	-3	-3.1	6	1	9	0
CCC(C)NC(=O)c1c(N)n(/N=C/c2ccccn2)c2nc3ccccc3nc12 (stereo not given)	1	1	-5	0	-8	-1.9	0	3	-13	6
CN(C(=O)c1cccc(NC(=O)Cc2ccc(NC(=O)C3CCCN(C(=O)CCc4ccccc4)C3)cc2)c1)C1CCCCC1 (stereo not given)	-3	-3	-8	0	-8	-3.1	-3	3	-32	9
COc1ccc(N/C=C/C(=O)c2sc(-c3ccccc3)nc2C)cc1	-2	0	10	0	-13	-2.9	6	-1	-35	7
O=C1CN(C(=O)COC(=O)CCc2ccccc2O)c2ccccc2N1	5	6	14	-3	0	1.5	-3	-4	5	3
COC(=O)NNC(=O)c1ccccc1C	1	7	-3	-4	-10	-2.2	5	-5	-1	-2
CN(C)CCCNc1nc2cc(-c3cccc(Cl)c3)sc2c(=O)n1C	-7	0	-14	-1	6	-3.4	2	8	.	15
Cc1ccc(C)c(NC(=O)Cc2csc(-c3ccccc3)n2)c1	7	-2	-6	-1	3	-1.6	7	1	1	-2
COc1ccc([C@H]2N[C@]3(CCCN(Cc4ccc(C)cc4)C3=O)[C@H]3C(=O)N(C)C(=O)[C@@H]23)cc1	9	2	4	-3	4	-0.7	-6	-4	0	0
COC(=O)c1sccc1NC(=O)Nc1ccc(C)c(C)c1	4	-1	0	3	-8	-2.9	8	4	-21	0
CC(=O)Nc1cccc(-c2ccnc3c2CC(C(=O)Nc2ccccc2)O3)c1 (stereo not given)	1	4	-1	2	1	0.1	-7	0	.	1
COc1ccc(/C=N/NC(=O)CCc2nc3ccccc3[nH]2)cc1	1	-1	5	1	-2	-1.9	6	-1	9	1
CN(C)S(=O)(=O)c1cccc(NC(=O)CNCC2CCCCC2)c1	1	-1	-1	-1	4	-1.1	5	2	7	-6
COC(=O)c1ccccc1-c1c2ccc(=N)cc-2oc2cc(N)ccc12	+	+	+	1	+	-3.0	-4	+	136*	-72
Cc1nc(NC(=S)NC(=O)c2cccs2)ccc1Br	-7	0	-7	-1	-5	-1.1	11	-5	-6	2
COc1cc(-c2cc(C(=O)O)c3cc4c(cc3n2)OCCO4)cc(OC)c1OC	4	2	-2	-1	-1	1.1	10	-9	2	5

Random excerpt: three records from the list, in no set order.
SMILES	Rev-erbA mod	PRMT1 inh	SIAE inh	LEDGF integ inh	ABHD4 inh	PG9 Ab binder	TDP2 absorb	TCR CD3 inh	HTRA1 inh	rCAG RNA binder
COC(=O)c1sccc1NC(=O)Nc1ccc(C)c(C)c1	4	-1	0	3	-8	-2.9	8	4	-21	0
CC(=O)Nc1cccc(-c2ccnc3c2CC(C(=O)Nc2ccccc2)O3)c1 (stereo not given)	1	4	-1	2	1	0.1	-7	0	.	1
COc1cc(-c2cc(C(=O)O)c3cc4c(cc3n2)OCCO4)cc(OC)c1OC	4	2	-2	-1	-1	1.1	10	-9	2	5

Single records (already shown).
`COC(=O)c1ccccc1-c1c2ccc(=N)cc-2oc2cc(N)ccc12` across the screens: Rev-erbA mod = +; PRMT1 inh = +; SIAE inh = +; LEDGF integ inh = 1; ABHD4 inh = +; PG9 Ab binder = -3.0; TDP2 absorb = -4; TCR CD3 inh = +; HTRA1 inh = 136*; rCAG RNA binder = -72
`CN(C)S(=O)(=O)c1cccc(NC(=O)CNCC2CCCCC2)c1` across the screens: Rev-erbA mod = 1; PRMT1 inh = -1; SIAE inh = -1; LEDGF integ inh = -1; ABHD4 inh = 4; PG9 Ab binder = -1.1; TDP2 absorb = 5; TCR CD3 inh = 2; HTRA1 inh = 7; rCAG RNA binder = -6
`COc1ccc(/C=N/NC(=O)CCc2nc3ccccc3[nH]2)cc1` across the screens: Rev-erbA mod = 1; PRMT1 inh = -1; SIAE inh = 5; LEDGF integ inh = 1; ABHD4 inh = -2; PG9 Ab binder = -1.9; TDP2 absorb = 6; TCR CD3 inh = -1; HTRA1 inh = 9; rCAG RNA binder = 1

As entered above.
COc1ccc(/C=N/NC(=O)CCc2nc3ccccc3[nH]2)cc1 @ rCAG RNA binder: 1
CN(C)S(=O)(=O)c1cccc(NC(=O)CNCC2CCCCC2)c1 @ TCR CD3 inh: 2

Arranged by the number under TDP2 absorb (smallest number first): 4 from the list above.
| Structure | Rev-erbA mod | PRMT1 inh | SIAE inh | LEDGF integ inh | ABHD4 inh | PG9 Ab binder | TDP2 absorb | TCR CD3 inh | HTRA1 inh |
| --- | --- | --- | --- | --- | --- | --- | --- | --- | --- |
| COc1ccc([C@H]2N[C@]3(CCCN(Cc4ccc(C)cc4)C3=O)[C@H]3C(=O)N(C)C(=O)[C@@H]23)cc1 | 9 | 2 | 4 | -3 | 4 | -0.7 | -6 | -4 | 0 |
| COC(=O)c1sccc1NC(=O)Nc1ccc(C)c(C)c1 | 4 | -1 | 0 | 3 | -8 | -2.9 | 8 | 4 | -21 |
| COc1cc(-c2cc(C(=O)O)c3cc4c(cc3n2)OCCO4)cc(OC)c1OC | 4 | 2 | -2 | -1 | -1 | 1.1 | 10 | -9 | 2 |
| Cc1nc(NC(=S)NC(=O)c2cccs2)ccc1Br | -7 | 0 | -7 | -1 | -5 | -1.1 | 11 | -5 | -6 |
